Cav32 inh = Cav3.2 calcium influx blockers – cell-based, Fluo-4 calcium fluorescence, FDSS, MLSMR library, primary screen; hit rate 4% among 100,000; Cav3.2-expressing cells; stronger effect = lower value; B-score at 10 µM; AID 449739, 2010;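 active means single-dose well whose peak fluorescence ratio is a statistical outlier from its plate by either plate-standardised score or position-corrected B-score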
Target sequence (O95180 whole entry, looked up): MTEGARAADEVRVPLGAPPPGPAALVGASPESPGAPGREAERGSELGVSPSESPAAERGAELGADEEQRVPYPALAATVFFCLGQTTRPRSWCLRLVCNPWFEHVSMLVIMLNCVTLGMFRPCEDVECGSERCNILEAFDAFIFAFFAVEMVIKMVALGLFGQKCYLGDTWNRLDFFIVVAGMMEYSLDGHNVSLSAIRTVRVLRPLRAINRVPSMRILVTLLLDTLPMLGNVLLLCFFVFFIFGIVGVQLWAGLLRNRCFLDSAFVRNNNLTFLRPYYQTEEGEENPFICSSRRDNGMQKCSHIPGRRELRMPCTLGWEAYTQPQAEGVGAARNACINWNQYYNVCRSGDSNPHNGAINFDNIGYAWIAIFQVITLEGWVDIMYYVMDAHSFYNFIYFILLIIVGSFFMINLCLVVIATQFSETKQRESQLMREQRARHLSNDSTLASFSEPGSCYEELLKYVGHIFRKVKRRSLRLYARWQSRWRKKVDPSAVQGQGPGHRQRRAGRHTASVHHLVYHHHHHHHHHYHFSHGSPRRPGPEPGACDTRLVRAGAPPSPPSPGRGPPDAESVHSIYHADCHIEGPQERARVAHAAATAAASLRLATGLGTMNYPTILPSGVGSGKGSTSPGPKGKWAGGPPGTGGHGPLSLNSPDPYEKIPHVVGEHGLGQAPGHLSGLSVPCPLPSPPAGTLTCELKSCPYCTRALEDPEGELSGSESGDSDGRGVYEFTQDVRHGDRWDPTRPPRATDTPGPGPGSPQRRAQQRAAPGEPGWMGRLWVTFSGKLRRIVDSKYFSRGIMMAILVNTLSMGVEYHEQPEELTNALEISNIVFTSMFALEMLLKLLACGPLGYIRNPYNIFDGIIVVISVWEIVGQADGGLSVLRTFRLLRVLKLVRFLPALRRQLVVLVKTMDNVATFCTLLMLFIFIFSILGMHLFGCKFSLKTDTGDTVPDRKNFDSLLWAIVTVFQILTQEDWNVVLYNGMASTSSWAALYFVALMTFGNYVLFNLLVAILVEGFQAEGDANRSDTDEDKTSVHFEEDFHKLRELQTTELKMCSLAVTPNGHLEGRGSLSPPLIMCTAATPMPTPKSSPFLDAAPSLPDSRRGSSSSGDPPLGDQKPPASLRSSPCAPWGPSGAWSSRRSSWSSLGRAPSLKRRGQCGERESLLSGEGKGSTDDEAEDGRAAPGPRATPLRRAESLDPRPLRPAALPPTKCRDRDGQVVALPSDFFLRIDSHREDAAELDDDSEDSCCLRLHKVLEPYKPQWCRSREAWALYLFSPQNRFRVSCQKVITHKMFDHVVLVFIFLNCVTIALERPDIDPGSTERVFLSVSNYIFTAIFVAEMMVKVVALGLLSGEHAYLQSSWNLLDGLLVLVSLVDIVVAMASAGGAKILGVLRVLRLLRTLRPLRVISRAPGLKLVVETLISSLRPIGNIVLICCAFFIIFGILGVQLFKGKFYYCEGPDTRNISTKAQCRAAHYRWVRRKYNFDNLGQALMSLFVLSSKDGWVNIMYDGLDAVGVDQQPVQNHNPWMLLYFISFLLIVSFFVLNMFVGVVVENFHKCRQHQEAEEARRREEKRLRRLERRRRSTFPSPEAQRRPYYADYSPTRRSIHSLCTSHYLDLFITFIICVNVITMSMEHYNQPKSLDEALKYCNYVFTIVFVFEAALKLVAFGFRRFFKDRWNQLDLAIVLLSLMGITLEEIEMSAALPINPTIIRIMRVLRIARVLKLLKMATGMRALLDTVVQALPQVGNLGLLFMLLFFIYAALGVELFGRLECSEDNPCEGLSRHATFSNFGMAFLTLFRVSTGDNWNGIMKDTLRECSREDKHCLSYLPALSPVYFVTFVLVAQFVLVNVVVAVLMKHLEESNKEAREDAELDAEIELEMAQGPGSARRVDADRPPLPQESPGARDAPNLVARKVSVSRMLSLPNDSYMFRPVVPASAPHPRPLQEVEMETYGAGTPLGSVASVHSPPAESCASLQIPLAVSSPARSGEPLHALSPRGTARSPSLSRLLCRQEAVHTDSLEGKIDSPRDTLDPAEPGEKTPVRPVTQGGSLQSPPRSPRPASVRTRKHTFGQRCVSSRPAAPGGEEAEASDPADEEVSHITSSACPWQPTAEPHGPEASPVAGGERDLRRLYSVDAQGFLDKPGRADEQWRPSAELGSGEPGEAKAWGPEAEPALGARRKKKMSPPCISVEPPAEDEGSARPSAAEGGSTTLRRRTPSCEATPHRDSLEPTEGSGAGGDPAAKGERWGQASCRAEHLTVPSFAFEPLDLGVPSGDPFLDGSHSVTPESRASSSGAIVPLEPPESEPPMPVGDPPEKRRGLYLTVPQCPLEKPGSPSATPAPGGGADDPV
* marks the source's active call; other numbers are inactive results. Not all compounds are listed; count on the stated rates, not on these rows.

SMILES	Cav32 inh
CC(C(=O)N1CC2(C)CC1CC(C)(C)C2)N1C(=O)c2ccccc2C1=O (stereo unspecified)	-1.42
COc1cc(NC(=O)c2ccc(Br)o2)c(C(=O)O)cc1OC	0.744
Cc1ccc(NC(=S)NNC(=O)c2ccco2)cc1	0.23
N#C/C(=C\c1cccc(Oc2ccc(C(F)(F)F)cc2[N+](=O)[O-])c1)c1nc2ccccc2[nH]1	-2.05
CCCCNC(=O)C1CC(=O)N(CCC(C)C)C1 (stereo unspecified)	0.0255
CCOC(=O)c1sc(NS(=O)(=O)c2ccccc2)nc1C	-0.505
Cn1c(C(=O)N2CCN(C(=O)c3ccco3)CC2)cc2c(=O)n3ccccc3nc21	-0.734
CCCC(=O)N(c1ccc(OC)cc1)C1C=CS(=O)(=O)C1 (stereo unspecified)	0.183
CCOC(=O)C(C)n1cnc2c(cnn2-c2ccc(Cl)cc2)c1=O (stereo unspecified)	-0.448
Cc1nn(Cc2ccccc2)c(C)c1CCC(=O)O	0.146
COc1ccc(C2/C=C\CN(S(=O)(=O)/C=C/c3ccccc3)CC(=O)N2Cc2ccc(F)cc2)cc1 (stereo unspecified)	-0.827
COc1ccc(N(C)S(=O)(=O)c2cccc(C(=O)NCC3CCCO3)c2)cc1 (stereo unspecified)	0.941
COc1cc2sc3ccc(C#Cc4ccc(N)cc4)cc3c(=O)c2cc1OC	1.06
Cc1cccc(Cn2cnc3ccccc32)c1	-1.02
COc1ccc(CCNC(=O)N2c3ccccc3Sc3ccccc32)cc1	-5.92*
COc1ccccc1C1=NOC(Cn2c(=O)c3c(ncn3C)n(C)c2=O)C1 (stereo unspecified)	0.711
COc1ccc(C2CC(=O)N3CN(c4ccc(C)c(Cl)c4)CSC3=C2C#N)cc1 (stereo unspecified)	-3.3
NS(=O)(=O)c1ccc(NC(=O)CCc2ccccc2)cc1	0.373
O=C1CC(C(=O)Nc2nccs2)C(c2ccccc2)O1 (stereo unspecified)	0.0451
COc1ccc(Nc2nc(N)nc(CN3CCOCC3)n2)cc1	0.211
Cc1nnc(SCCC(=O)Nc2nc(-c3ccccc3)ns2)s1	-5.02*
COc1ccc(CC(=O)c2ccc(O)cc2O)cc1	-0.615
CCN1C(=O)CSc2ccc(C(=O)NCc3ccco3)cc21	0.0405
CC1CCN(C(=O)CSc2nc3ccccc3c(=O)n2Cc2ccc3c(c2)OCO3)CC1	-4.87*

Rewritten bar-delimited: 15 of the compounds above.
structure | Cav32 inh
Cc1nn(Cc2ccccc2)c(C)c1CCC(=O)O | 0.146
COc1ccc(C2/C=C\CN(S(=O)(=O)/C=C/c3ccccc3)CC(=O)N2Cc2ccc(F)cc2)cc1 (stereo unspecified) | -0.827
COc1ccc(N(C)S(=O)(=O)c2cccc(C(=O)NCC3CCCO3)c2)cc1 (stereo unspecified) | 0.941
COc1cc2sc3ccc(C#Cc4ccc(N)cc4)cc3c(=O)c2cc1OC | 1.06
Cc1cccc(Cn2cnc3ccccc32)c1 | -1.02
COc1ccc(CCNC(=O)N2c3ccccc3Sc3ccccc32)cc1 | -5.92*
COc1ccccc1C1=NOC(Cn2c(=O)c3c(ncn3C)n(C)c2=O)C1 (stereo unspecified) | 0.711
COc1ccc(C2CC(=O)N3CN(c4ccc(C)c(Cl)c4)CSC3=C2C#N)cc1 (stereo unspecified) | -3.3
NS(=O)(=O)c1ccc(NC(=O)CCc2ccccc2)cc1 | 0.373
O=C1CC(C(=O)Nc2nccs2)C(c2ccccc2)O1 (stereo unspecified) | 0.0451
COc1ccc(Nc2nc(N)nc(CN3CCOCC3)n2)cc1 | 0.211
Cc1nnc(SCCC(=O)Nc2nc(-c3ccccc3)ns2)s1 | -5.02*
COc1ccc(CC(=O)c2ccc(O)cc2O)cc1 | -0.615
CCN1C(=O)CSc2ccc(C(=O)NCc3ccco3)cc21 | 0.0405
CC1CCN(C(=O)CSc2nc3ccccc3c(=O)n2Cc2ccc3c(c2)OCO3)CC1 | -4.87*

(continued)
SMILES	Cav32 inh
C(=C\c1nc2ccccc2[nH]1)/c1ccccc1	-1.45
CCOc1c(CNCCNC(=O)c2nonc2N)cccc1OC	0.18
Cc1ccc(S(=O)(=O)CCC(=O)c2ccc(O)cc2O)cc1	2.55
COC(=O)c1cc(OC)c(OC)cc1NC(=O)c1ccco1	0.567
CCn1cc(C(=O)OCC(=O)Nc2cc(S(=O)(=O)N(C)C)ccc2C)c(=O)c2ccc(C)nc21	1.47
Cc1cc(C)n(-c2cc(-c3ccccc3)nc(C)n2)n1	-2.01
CNc1nc(SC)nc(N(C#N)CC(=O)OC)n1	0.022
O=C(NC1=NCCS1)c1ccc(Cl)s1	0.442
COc1ccc(-c2noc(CSc3nnc(-c4ccncc4)n3-c3ccc(F)cc3)n2)cc1OC	-1.16
C=C(C)C1CC=C(CN2CC(C)OC(C)C2)CC1 (stereo unspecified)	-0.757
Cc1ccc2[nH]c3c(c2c1)CN(C(=O)CN1CCN(Cc2ccc4c(c2)OCO4)CC1)CC3	-1.22
CCOc1ccccc1-n1c(SCC(=O)N2CCCC2)nnc1-c1ccc(O)cc1	0.151
COc1nc(-c2ccc(Cl)cc2)ccc1-c1noc(-c2ccco2)n1	0.0322
COc1cc2[nH]c(=O)n(Cc3ccc(C(=O)NC4CCCC4)cc3)c(=O)c2cc1OC	0.228
NC(=O)C(c1cccc(Cl)c1)c1ncc(C(F)(F)F)cc1Cl (stereo unspecified)	-0.151
N#CCSc1nc2cc(C(=O)N3CCC(C(N)=O)CC3)ccc2c2nc3ccccc3n12	-0.0294
COc1cc(-c2ccc3oc(-c4ccsc4)cc3c2)cc(OC)c1OC	0.19
COC(=O)C[C@H]1c2cc(F)ccc2S(=O)(=O)N1C(C)C	0.721
CC(=O)Nc1ccc(OCC(O)Cn2nc(C)nc2C)cc1 (stereo unspecified)	0.0876
O=C(c1cccn2c(=O)c3ccccc3nc12)N1CCN(Cc2ccc3c(c2)OCO3)CC1	-1.73
COc1ccc(C(=O)NCCc2cn3ccc(C)cc3n2)cc1	1.08
Cc1ccc(OCC2Cn3c(nc4c3c(=O)[nH]c(=O)n4C)O2)cc1 (stereo unspecified)	0.863
CCC(C)(C)NC(=O)C(c1cccn1C)N(C(=O)Cn1nnc2ccccc21)c1ccccc1OC (stereo unspecified)	0.209
Cc1c2c(nc3c(C(=O)NC4CCCC4)cnn13)CCCC2	0.592
CN1CCC(N(C)CC(=O)Nc2ccccc2N2CCOCC2)CC1	0.0478
CC(C)NC(=O)CC(=O)N/N=C/c1ccc(Br)cc1	0.459
CC(=C1C(=O)c2ccccc2C1=O)N1CCC(C(N)=O)(N2CCCCC2)CC1	0.491
CC(=O)Nc1cc(C(=O)O)ccc1S(=O)(=O)c1ccc(C)cc1	0.616
CCCSc1nc(C)c2cc(C)cc(C)c2n1	0.681
CCC(=O)Nc1nnc(-c2ccco2)o1	0.738
O=C1CC2(CCCCC2)Oc2ccc(OCC(=O)N3CCOCC3)cc21	0.295
COc1ccc2c(c1)CCc1c(C(=O)NCc3ccc(Cl)cc3)noc1-2	0.742
COC(=O)c1sc(NC(=O)c2ccc(Cn3cc(Cl)cn3)o2)c(C#N)c1C	-3.73*
C=CCn1c(SCC(=O)Nc2ccccc2C)nc2sc(C)c(C)c2c1=O	-2.05
CCOC(=O)C(/C=C(\C#N)C(=O)OCC)=C(/N)N1CCN(c2ccc(OC)cc2)CC1	0.211
CN(C)S(=O)(=O)c1ccc(C(=O)Nc2ccc(CN3CCCC3)cc2)cc1	0.366
O=C1C(Cl)=C(N2CCOCC2)C(=O)N1c1cccc(Cl)c1	0.529
Cc1c(-n2cc(C(=O)c3cc(Br)ccc3O)cc(C#N)c2=O)c(=O)n(-c2ccccc2)n1C	-0.0386
Nc1nc(-c2ccco2)nn1C(=O)CCc1ccccc1	0.136
CCC(C)n1[nH]c(=O)c2c(C)cc(C)nc21 (stereo unspecified)	0.00399
Cc1cc(C(=O)CN2C(=O)NC3(CCCc4ccccc43)C2=O)c(C)n1Cc1ccccc1 (stereo unspecified)	-4.4*
CCOC(=O)c1[nH]c(C)c(/C(O)=C2\C(=O)C(=O)N(CCCN3CCOCC3)C2c2cccnc2)c1C (stereo unspecified)	0.609
CN1C(=O)C2(N=c3ccccc3=N2)c2ccccc21	1.01
COC(=O)c1ccccc1NC(=O)C1CCCN(S(=O)(=O)c2ccc(F)cc2)C1 (stereo unspecified)	-2.26
O=C1C(=C2SCCCS2)CC/C1=C\c1ccc(F)cc1	0.524
CC(C)C(c1nnnn1C(C)(C)C)N1CCN(c2cccc(Cl)c2)CC1 (stereo unspecified)	-3.19
COc1cccc(NC2c3ccccc3C(=O)N2Cc2ccco2)c1 (stereo unspecified)	-2.37
CCOc1ccc(C2CC(c3ccccc3C)n3nc(N)nc3N2)cc1 (stereo unspecified)	-1.19

Rewritten in CSV form: 2 of the compounds above.
SMILES,Cav32 inh
CN1C(=O)C2(N=c3ccccc3=N2)c2ccccc21,1.01
COC(=O)c1ccccc1NC(=O)C1CCCN(S(=O)(=O)c2ccc(F)cc2)C1 (stereo unspecified),-2.26

(more compounds)
SMILES	Cav32 inh
C/C(Cl)=C\Cn1c(Nc2cccc(C)c2)nc2c1c(=O)n(C)c(=O)n2C	-2.68
CCCNC(=O)NCCc1c(C)[nH]c2ccccc12	-0.289
Cc1cc(C)n(C2CCCCC2OC(=O)c2ccccc2)n1 (stereo unspecified)	-2.31
C=CCOc1ccc(C2NC(=O)NC(C)=C2C(=O)OC)cc1 (stereo unspecified)	-0.208
Cn1cc(S(=O)(=O)CC(=O)N2CCCc3ccccc32)c2ccccc21	0.156
Cc1cc(C)cc(-c2nnc(SCC(=O)N3CCN(C(=O)c4ccco4)CC3)o2)c1	-0.0519
O=C(C(Cc1ccccc1)n1cccc1)N1CCN(Cc2ccccc2)CC1 (stereo unspecified)	-1.38
COc1ccc(C(=O)N2CCC(=O)N(C(CO)Cc3ccccc3)CC2)cc1 (stereo unspecified)	0.0717
CCOC(=O)C1=C(c2ccccc2)N=c2s/c(=C\c3cc(OC)c(OC)c(OC)c3)c(=O)n2C1c1cccs1 (stereo unspecified)	-2.18
COC(=O)CNC(=O)CN1C(=O)N(c2ccccc2)C(N(O)C(=O)Nc2ccccc2)C1(C)C (stereo unspecified)	0.675
COC(=O)c1[nH]c2ccc(F)cc2c1NC(=O)CCN1CCN(Cc2ccc3c(c2)OCO3)CC1	2.28
CCOc1ccc(CCNC(=O)C(C)n2nc(C)n3c(cc4occc43)c2=O)cc1OCC (stereo unspecified)	-0.464
CC1(C)CCN(Cc2ccccc2)C1CC#N (stereo unspecified)	-1.03
O=C(COc1ccc(Cl)cc1)NNC(=O)C(=O)N1CCCCC1	0.794
CC1CC(C)CN(C(=O)CSc2nc3ccsc3c(=O)n2Cc2ccccn2)C1 (stereo unspecified)	-0.377
O=c1[nH]n(-c2ccc(Cl)cc2)c(=O)c(Cl)c1Cl	0.148
c1ccc(COc2ccc(-c3csnn3)cc2)cc1	-0.00793
O=C(NCC(c1ccco1)N1CCCC1)c1ccc(Cl)cc1 (stereo unspecified)	1.1
COc1ccc(-c2cc(N)n(S(=O)(=O)Cc3ccccc3)n2)c(OC)c1	-1.8
COc1ccc(OC)c(S(=O)(=O)N2CCCCC2C(=O)O)c1 (stereo unspecified)	0.666
CCCCc1ccc(CC(=O)O)cc1	-0.0334
COc1ccc(-c2nnc(N3CCCCC3)c3ccccc23)cc1	-4.56*
Cc1onc(-c2ccccc2)c1C(=O)NC(C)C	-0.0147
CSC1=NCCN1C(=O)C(C)(C)Oc1ccc(Cl)cc1	-0.172
CCOc1ccc(S(=O)(=O)Nc2ccc(F)cc2)c(C)c1C	-4.7*
CCC(C)C(=O)Nc1cc(C(=O)OC)ccc1C(=O)OC (stereo unspecified)	0.235
CCc1nc2ccc(F)cc2c(C(=O)NC2CCCCC2C)c1C (stereo unspecified)	-2.77
CN(C)/C=C/C(=O)c1ccc(N2CCN(c3ncc(C(F)(F)F)cc3Cl)CC2)cc1	-0.0634
CCC(C)NC(=O)c1ccccc1C(=O)NC(C)CC (stereo unspecified)	0.413
O=C1C2C3C=CC(C3=C3CCCCC3)C2C(=O)N1c1ccccc1 (stereo unspecified)	0.116
CCn1cc(Cl)c(C(=O)N2N=C3/C(=C/c4cccs4)CCCC3C2c2cccs2)n1 (stereo unspecified)	-5.61*
Nc1nc(CSc2nc3ccccc3[nH]2)cs1	-0.293
CCOC(=O)c1c(C)nc2ncccn12	0.529
Cc1ccc(NC(=O)c2nnn(CC(=O)Nc3ccccc3)c2N)cc1C	-0.527
COn1cnnc1-c1ccccc1	0.0244
O=C(c1ccccc1)c1nn(-c2ccccc2)c(=O)cc1C(F)(F)F	-2.69
Cc1ccc(N(Cc2cc(=O)[nH]c3ccccc23)C(=O)c2ccco2)cc1	-0.964
CC(C)c1nnc(NC(=O)CSc2nc3ccccc3s2)s1	-2.29
Cn1c(COc2ccc(Cl)cc2)nc2ccccc2c1=O	-1.81
COC(=O)C1=C(C)OC(N)=C(C#N)C1C1CCCCC1 (stereo unspecified)	0.497
O=C(N/N=C/C=C/c1ccco1)c1cccnc1	0.605
COc1ccc(C2CC(C(F)(F)F)n3nc(C(=O)Nc4ccc5c(c4)OCO5)cc3N2)cc1 (stereo unspecified)	-1.76
O=C(NNC(=O)c1ccncc1)c1ccncc1	0.0775
Cc1ccc(OCCNC(=O)c2ccco2)cc1C	0.295
CCCCNC(=O)c1ccc(CS(=O)(=O)c2cccc(C(F)(F)F)c2)o1	-0.064
CCS(=O)(=O)N1Cc2ccccc2CC1C(=O)OCC(=O)Nc1ccc(SC(F)F)cc1 (stereo unspecified)	-1.86
CCC(C)NC(=O)C1CC(c2cccc(OC)c2)=NO1 (stereo unspecified)	0.198
COc1ccc(N2CCN(C(=O)C(C)(C)Oc3ccc(Cl)cc3)CC2)cc1	-2.46
Nc1nc(N)nc(-c2ccccc2)n1	0.179
CCOc1ccc(C2Nc3ccc4ccccc4c3-c3c2c(=O)oc2ccccc32)cc1 (stereo unspecified)	0.0963
O=C(C(Cc1ccccc1)N1C(=O)C2C3C=CC(C3)C2C1=O)N1CCCCCC1 (stereo unspecified)	0.73
O=C(COc1ccc2c(C(F)(F)F)cc(=O)oc2c1)Nc1ccc2c(c1)OCCO2	-0.232
Cc1occc1C(=O)N1CCN(c2ccc(Cl)c(Cl)c2)CC1	0.215

Screening data from PubChem BioAssay.
